From PubChem
NR2E3 ag-1: agonists of human NR2E3 nuclear receptor. Q9Y5X4. CHO-S Gal4-NCOR/VP16-NR2E3 two-hybrid, luciferase. inhibition of corepressor binding, % at 3.98 µM. 360,000 compounds, 0.35% hits. AID 602229;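 active means inhibition above the mean of all tested compounds plus 3 SD, cut at about 70% in these data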;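 further: 0% = DMSO with NR2E3 transfected cells and 100% = cells lacking NR2E3 construct; higher means lower luciferase signal from less NR2E3 corepressor binding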
Target sequence (Q9Y5X4 whole entry, looked up, the tested form may be a part): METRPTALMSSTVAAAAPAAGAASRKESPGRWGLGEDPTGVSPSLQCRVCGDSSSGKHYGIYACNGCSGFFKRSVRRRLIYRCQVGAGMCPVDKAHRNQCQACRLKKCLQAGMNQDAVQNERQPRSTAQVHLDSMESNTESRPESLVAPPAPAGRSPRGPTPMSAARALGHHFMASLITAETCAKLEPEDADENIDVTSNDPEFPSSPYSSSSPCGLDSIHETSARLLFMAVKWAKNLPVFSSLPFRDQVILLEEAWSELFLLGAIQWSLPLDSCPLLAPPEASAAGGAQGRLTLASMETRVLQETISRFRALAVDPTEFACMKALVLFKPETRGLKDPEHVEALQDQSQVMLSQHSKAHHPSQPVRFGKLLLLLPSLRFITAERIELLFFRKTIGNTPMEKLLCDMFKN
TROY signal inh: TROY signaling inhibition; inhibition, % at 10 µM; 360,000 compounds, 0.98% hits; Q293 LMP1-TROYcd NF-kB luciferase reporter, 4 h; AID 1347056;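 active means compounds whose plate-normalised and pattern-corrected inhibition of the luciferase reporter signal at the single screening dose is 50% or more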
HIF-2a block: HIF-2a inhibition | 360,000 compounds, 0.72% hits | 786-0 RCC cells HIF-2a reporter, luciferase luminescence, overnight | AID 624352 | inhibition, % at 18.8 µM;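 active means inhibition of the luminescence signal of 40% or more relative to plate controls, in a single-dose primary screen at 18.75 µM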
TWEAK Fn14 block: inhibitors of TWEAK-Fn14 interaction signaling; TWEAK-stimulated Fn14 reporter cells, luciferase luminescence, 8 h; inhibition, % at 10 µM; 360,000 compounds, 2% hits; AID 1159606; in the data active means inhibition above about 50%
CF NFkB block: cystic fibrosis NF-kB activation inhibition; KKLEB NF-kB-GFP reporter, PAF-induced, GFP fluorescence overnight; inhibition, % at 5 µM; 360,000 compounds, 0.86% hits;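 active means at least 50% inhibition at 5 µM, scaled per plate between neutral and stimulator controls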;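 further: PAF is a Pseudomonas aeruginosa culture filtrate used as stimulus; plate controls were PAF-stimulated DMSO wells for no effect and unstimulated DMSO wells for full effect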
KKLEB cytotox: reduces viability of KKLEB cystic fibrosis airway cells; activity change (cytotoxicity), % at 5 µM; 360,000 compounds, 0.36% hits; KKLEB CF airway cells viability, ATPlite luminescence, overnight; stronger effect = lower value; cells stimulated with P. aeruginosa culture filtrate; AID 602141;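 active means corrected activity change at or below -50% at 5 µM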
TRAIL sens C8: caspase-8 TRAIL sensitization; NB7+C8 cells + TRAIL, ATPlite viability luminescence; inhibition (viability loss, TRAIL sensitization), % at 10 µM; 360,000 compounds, 1% hits; AID 624354;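 active means compounds causing at least 50% loss of cell viability in the single-dose screen, relative to plate controls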
NR2E3 ag-2: activates human photoreceptor nuclear receptor NR2E3 | 320,000 compounds, 0.12% hits | AID 2300 | GST-NR2E3/biotin-RetCOR TR-FRET, 1536-well | Q9Y5X4 | inhibition of corepressor binding, % at 4.78 µM;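 active means percent inhibition above the cutoff of mean plus 3 SD of all tested compounds, set per screening campaign, cut at about 20% in these data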;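 further: 0% = DMSO wells and 100% = biotin wells as full block of FRET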
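system = GST-tagged NR2E3 plus biotinylated RetCOR corepressor | input = 1.35 nM GST-NR2E3 | also added = 7 nM biotin-RetCOR | schedule = 5 h incubation at 4 °C | measured by = TR-FRET with europium anti-GST and streptavidin-D2, 340 nm excitation | read-out = percent loss of FRET ratio relative to control wells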
Shn3 inh set2: reduces Shn3 3'UTR luciferase signal in osteoblasts; inhibition, % at 12.5 µM; AID 588674; Clone20 osteoblast Shn3 3'UTR firefly luciferase, 24 h; 360,000 compounds, 0.52% hits;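 active means mean inhibition of at least 75% with every replicate also reaching 75%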;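 further: 0% = median of neutral control wells and 100% = pilot-screen positive control compound; some compounds past the cut are filed as inactive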
Peg3 prom inh: inhibitors of Peg3 promoter; 360,000 compounds, 1.7% hits; inhibition, % at 20 µM; HeLa PEG-Prom luciferase reporter, luminescence, overnight;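 active means inhibition of at least 50% at 20 µM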
MITF TRPM1 inh: reduces MITF-dependent TRPM1 promoter luciferase signal | SK-MEL-5 TRPM1 promoter luciferase, 24 h | inhibition, % at 12.5 µM | 330,000 compounds, 0.83% hits | AID 488899;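 active means mean inhibition across replicates of 60% or more, whatever share of single replicates reaches that level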; further: values of inactives mirror those of a sister screen read the other way
* hit, by the source's call; nt = no result given. The list is partial; count on the stated rates, not on these rows.

SMILES	NR2E3 ag-1	TROY signal inh	HIF-2a block	TWEAK Fn14 block	CF NFkB block	KKLEB cytotox	TRAIL sens C8	NR2E3 ag-2	Shn3 inh set2	Peg3 prom inh	MITF TRPM1 inh
COc1ccc(Cl)cc1-n1c(=S)sc2c(=O)[nH]c(SCC(=O)NCC3CCCO3)nc21 (configuration not stated)	-22	-7	22	4	-11	-2	-10	1	-2	-5	19
CCOc1ccc(CCNC(=O)c2sc3nc4n(c(=O)c3c2C)CCC4)cc1	-8	-7	-8	-12	-8	0	-10	-2	-1	-1	-8
Cc1cc(NC(=O)CC(C)C)c(=O)n(Cc2ccccc2F)c1	-6	8	13	8	10	3	-10	-1	4	19	5
Cn1cccc1C(=O)N1CCN(S(=O)(=O)c2ccccc2)CC1	11	-15	-2	-1	6	2	-11	2	-15	10	1
C/C(=N\OCC(=O)OCC(=O)N(C)c1ccccc1)c1ccc2c(c1)OCO2	6	-20	1	3	3	-8	-7	0	-2	-17	-1
Cc1cc(-c2ccc(Cl)cc2)n2nc(C)cc2n1	9	-1	3	-1	4	-2	1	3	2	10	-2
Cc1cc(C)c2[nH]c(=O)c(C(c3nnnn3Cc3ccc4c(c3)OCO4)N3CCC(C)CC3)cc2c1 (configuration not stated)	-18	-18	9	-10	-4	-5	-15	0	-39	16	10
CCOC(=O)C(=CNc1ccc(N2CCOCC2)cc1)C(=O)OCC	-20	12	-2	3	-9	4	-12	-2	-8	5	11
CC(C(=O)N(C)C)N(C#N)c1nc(N(C)C)nc(N(C)C)n1 (configuration not stated)	-12	-11	12	15	-2	-12	-11	-1	-1	-1	1
O=c1c(-c2nnc(SCc3ccc(Cl)cc3)o2)cccn1Cc1ccccc1	-15	27	13	13	-8	-12	11	-2	22	8	3
O=c1[nH]cnc2c1sc1nc(-c3ccccc3)c3c(c12)CCCC3	-16	-2	2	0	22	11	1	4	-44	2	7
O=C(CNS(=O)(=O)c1ccc2ccccc2c1)OCc1csc(-c2ccccc2)n1	-23	-21	-47	-4	5	7	8	0	-1	-58	10
CCCCN1C(=O)C(CC(=O)NCC2CCCCC2)CC(C(=O)N(C(C)C)C(C)C)=C1C (configuration not stated)	-11	-10	14	-4	1	3	11	nt	-9	4	nt
O=C(NNC(=O)c1ncc(Cl)c(Cl)c1Cl)c1ccc(F)cc1	-43	-12	-5	-2	-8	4	-1	4	10	-11	1
Cn1nnnc1SCC(=O)NC1CCCc2ccccc21 (configuration not stated)	8	20	9	-9	-28	15	2	3	2	5	3
CC(C)OC(=O)c1cc(Cl)c(=O)n(Cc2ccc(Cl)cc2Cl)c1	10	12	18	5	14	-2	-2	-2	23	20	-9
CCOc1ccccc1C(=O)Nc1cc(C)ccc1NC(=O)c1ccco1	17	-2	8	-2	-10	14	16	0	-3	23	12
Cc1ccsc1CNC(=O)C1(C)CCN1C(C)C (configuration not stated)	-25	3	8	-3	-3	11	2	nt	6	2	nt
Cc1c(C(=O)Oc2ccc(-c3cnc4ccccc4n3)cc2)cccc1[N+](=O)[O-]	-76	-39	-116	5	0	6	-2	-2	-73	-283	-56
CC(=O)c1c(C)nc(-c2ccc(Cl)cc2)nc1NC(=O)C(C)C	-20	-50	-68	-4	-13	14	-1	0	-33	-26	14
COc1ccc(/C=C/C(=O)Nc2cccc(S(=O)(=O)N3CCCC3)c2)cc1OC	18	18	-1	13	-2	0	-18	3	19	2	-7
CC1=NNC(=O)C1CCC(=O)N/N=C/C(Br)=C/c1ccccc1 (configuration not stated)	0	-15	12	4	-14	-6	-14	-3	3	-5	-31
O=C(Nc1nccs1)c1ccc(Cl)c(S(=O)(=O)N2CCCCC2)c1	-19	-4	-75	22	14	-1	21	2	-6	-50	-3
Cc1cc(C(=O)CCC(=O)NCC(=O)Nc2c(C)cccc2C)c(C)s1	15	6	-3	0	35	0	-1	nt	-7	-22	-4

Ordered by count of non-hydrogen atoms (highest first): some entries from above.
SMILES	NR2E3 ag-1	TROY signal inh	HIF-2a block	TWEAK Fn14 block	CF NFkB block	KKLEB cytotox	TRAIL sens C8	NR2E3 ag-2	Shn3 inh set2	Peg3 prom inh	MITF TRPM1 inh
CCCCN1C(=O)C(CC(=O)NCC2CCCCC2)CC(C(=O)N(C(C)C)C(C)C)=C1C (configuration not stated)	-11	-10	14	-4	1	3	11	nt	-9	4	nt
O=C(CNS(=O)(=O)c1ccc2ccccc2c1)OCc1csc(-c2ccccc2)n1	-23	-21	-47	-4	5	7	8	0	-1	-58	10
COc1ccc(/C=C/C(=O)Nc2cccc(S(=O)(=O)N3CCCC3)c2)cc1OC	18	18	-1	13	-2	0	-18	3	19	2	-7
O=c1c(-c2nnc(SCc3ccc(Cl)cc3)o2)cccn1Cc1ccccc1	-15	27	13	13	-8	-12	11	-2	22	8	3
CCOc1ccccc1C(=O)Nc1cc(C)ccc1NC(=O)c1ccco1	17	-2	8	-2	-10	14	16	0	-3	23	12
Cc1cc(C(=O)CCC(=O)NCC(=O)Nc2c(C)cccc2C)c(C)s1	15	6	-3	0	35	0	-1	nt	-7	-22	-4
O=C(Nc1nccs1)c1ccc(Cl)c(S(=O)(=O)N2CCCCC2)c1	-19	-4	-75	22	14	-1	21	2	-6	-50	-3
CC(=O)c1c(C)nc(-c2ccc(Cl)cc2)nc1NC(=O)C(C)C	-20	-50	-68	-4	-13	14	-1	0	-33	-26	14
O=C(NNC(=O)c1ncc(Cl)c(Cl)c1Cl)c1ccc(F)cc1	-43	-12	-5	-2	-8	4	-1	4	10	-11	1
Cn1nnnc1SCC(=O)NC1CCCc2ccccc21 (configuration not stated)	8	20	9	-9	-28	15	2	3	2	5	3
Cc1ccsc1CNC(=O)C1(C)CCN1C(C)C (configuration not stated)	-25	3	8	-3	-3	11	2	nt	6	2	nt

Continued.
SMILES	NR2E3 ag-1	TROY signal inh	HIF-2a block	TWEAK Fn14 block	CF NFkB block	KKLEB cytotox	TRAIL sens C8	NR2E3 ag-2	Shn3 inh set2	Peg3 prom inh	MITF TRPM1 inh
COc1ccc(-c2nc3cc(NC(=O)c4ccc5c(c4)OCO5)ccc3o2)cc1	-44	-7	-21	-45	6	-14	3	-1	10	-19	0
O=C(Nc1ccccc1N1CCCCC1)c1cccc(OC(F)F)c1	-1	9	-1	3	-19	1	6	-2	-5	28	22
Cc1ccccc1C(=O)Nc1ccc2nc3n(c(=O)c2c1)CCC3	-23	-1	-70	5	-2	2	12	2	21	-44	-34
O=C(NC1CCCCC1)C(c1ccccc1)N1CCC2(CC1)OCCO2 (configuration not stated)	-9	-7	3	-4	0	-4	3	1	-5	10	-4
N#CC1=C(N)C(C#N)(C#N)C(c2cccnc2)C2COCC=C12 (configuration not stated)	-5	-12	9	-8	22	-6	-11	0	12	8	3
N#CC1=C(N)SC(N)=C(C#N)C1c1cccc(Oc2ccccc2)c1	30	62*	-18	46	7	-2	-4	15	-9	13	8
Cc1cc(C)c(NC(=O)CN(C)CC(=O)Nc2cccc(S(=O)(=O)N(C)c3ccccc3)c2)c(C)c1	0	37	3	53*	11	-3	22	nt	26	58*	11
CCc1ccc2[nH]c(C)c(CN3CCCCCC3)c(=O)c2c1	3	15	12	-10	-18	3	-8	-3	-9	11	-4
O=C(c1cccnc1)N1CCCC(Nc2ccc(F)cc2)C1 (configuration not stated)	-11	-14	9	-17	-4	2	-9	3	-4	-10	1
COc1ccc(CN2[C@@H](CC(=O)O)c3ccccc3S2(=O)=O)cc1	-7	-26	6	-5	-11	6	-4	6	1	6	-4
Cc1ccsc1/C=N/NC(=O)c1nnn(-c2nonc2N)c1C	-19	-7	-48	-6	-23	-5	2	0	-15	-63	-38
CCN(CC)c1ccc(S(=O)(=O)N2CCOCC2)cc1NC(=O)CN1C(=O)NC2(CCCC2)C1=O	-22	5	17	8	11	0	-9	0	5	17	4
O=C(NCCO)C(=O)NCC(c1ccc2c(c1)OCO2)N1CCN(c2ccc(F)cc2)CC1 (configuration not stated)	-10	-19	8	5	2	0	-13	-2	-8	9	-5
O=S(=O)(NCc1nnc2ccccn12)c1ccc(Cl)cc1	0	14	10	2	-18	11	1	0	-12	1	4
COc1cccc2cc(C(=O)NCc3ccc(Cl)cc3)c(=N)oc12	-28	-33	-4	19	29	-22	14	4	2	-8	-4
CCc1cc(C(=O)OC)c(NC(=O)CC2SC(=NC)N(C)C2=O)s1 (configuration not stated)	25	-14	-4	-16	-9	3	-8	-1	6	13	5
CCCCNC(=O)c1cc(-c2ccc(OC)c(OC)c2)on1	-40	-10	-117	-15	-6	4	11	1	-93	-62	-24
CCOC(=O)[C@@H]1[C@H]2COc3ccccc3[C@H]2N2C(=O)N(c3ccc(Cl)cc3)C(=O)[C@@]12C	1	-2	17	-3	24	-23	6	-1	1	13	1
CCOC(=O)C1=C(COC(=O)/C=C/c2ccccc2F)NC(=O)NC1C (configuration not stated)	-6	-21	3	-20	23	-9	4	-2	-5	-9	4
CCOC(=O)c1ccc(S(=O)(=O)NC2CCC(C)CC2)cc1 (configuration not stated)	70	2	-28	7	32	-22	-1	0	38	-14	3
COc1ccc(C(C)=O)cc1CN1C(=O)C(Cc2ccccc2)ON=C1c1ncccc1C (configuration not stated)	-11	-6	1	-2	-9	1	-4	nt	-7	-6	nt
Cc1ccc(N2CC(C(=O)NC3=NCCS3)CC2=O)cc1 (configuration not stated)	-11	-7	14	-11	-14	6	-23	-2	7	4	4
CC(C)(C)c1ccc(/C=C/C(=O)N2CCCCC2)cc1	-114	-85	-223	-37	9	-6	16	nt	-126	-285	-105
Cc1cccc([N+](=O)[O-])c1NC(=O)COC(=O)c1nc2nccc(C)n2n1	-29	2	15	2	5	20	-14	-1	-35	-6	-4
